Assay outcomes from PubChem.
Shiga inhibitor = A qHTS for Small Molecule Inhibitors of Shiga Toxin; inhibition, % at 38.7 µM; 290,000 tested, 9.2% active; Vero cells, Shiga toxin protein synthesis inhibition reporter; in the data active means inhibition mostly above about 28%, no sharp cut-off; inactive means mostly below about 43%; further: 0% is about no effect
AmpC inh no detg = qHTS Inhibitors of AmpC Beta-Lactamase (assay without detergent) | P00811 | AmpC nitrocefin hydrolysis, absorbance 480 nm, 0.0001% Triton | Potency, µM (doses to about 57.1 µM), for inactives: at the top dose activity change, negative = inhibition, actives largely listed as inhibitors | 330,000 tested, 0.52% active | AID 485341, 2010;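 further: potency means the concentration at half of the fitted maximal effect; plate controls were no compound for no effect and no enzyme for full effect; nearly all actives have a fitted effect of over 20% in size; some results filed as inactive show a strong effect at the top dose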
Target sequence (P00811 whole entry, looked up): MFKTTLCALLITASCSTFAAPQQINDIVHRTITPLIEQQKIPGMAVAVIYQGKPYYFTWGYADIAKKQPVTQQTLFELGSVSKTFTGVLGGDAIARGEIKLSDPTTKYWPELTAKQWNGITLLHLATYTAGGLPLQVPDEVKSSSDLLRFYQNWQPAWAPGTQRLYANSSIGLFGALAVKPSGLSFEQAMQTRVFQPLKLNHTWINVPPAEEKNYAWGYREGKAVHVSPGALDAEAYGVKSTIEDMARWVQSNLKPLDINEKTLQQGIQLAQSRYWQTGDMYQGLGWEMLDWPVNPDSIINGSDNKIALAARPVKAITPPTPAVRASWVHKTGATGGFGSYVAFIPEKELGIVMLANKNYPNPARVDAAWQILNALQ
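AmpC (5.3 nM in the dispensed reagent) in 20 mM phosphate pH 7.0 with 0.01% (detergent screen) or 0.0001% Triton X-100 was preincubated with compounds for 15 min at room temperature. Nitrocefin was then added from an 800 uM solution, and hydrolysis was followed at 480 nm.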
Pf growth 96h = Primary qHTS for delayed death inhibitors of the malarial parasite plastid, 96 hour incubation | Potency, µM (titrated, usually from 28.7 µM), without a hit: top-dose activity change, negative = inhibition, usual class: inhibitors | 320,000 tested, 6.9% active | P. falciparum luciferase reporter growth, 96 h | AID 504834, 2011; further: potency means the concentration at half of the fitted maximal effect; on the % scale 0 is the no-effect control and ±100 the full control effect
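Delayed-death screen, second-generation endpoint: infected erythrocytes, 2% hematocrit, 0.05% parasitemia final; 96 hours at 37 C, 5% CO2; luciferase detection reagent; luminescence decrease equals reduced growth.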
LmPK inhibitor = qHTS Assay for Inhibitors of Leishmania Mexicana Pyruvate Kinase (LmPK); Potency, µM (highest dose often 57.5 µM), for inactives: at the highest dose activity change, negative = inhibition, hits mostly inhibitors; 290,000 tested, 0.37% active; purified LmPK, Kinase-Glo ATP luminescence, 1 h; Q27686; further: potency means the concentration at half of the fitted maximal effect; on the % scale 0 is the no-effect control and ±100 the full control effect
Target sequence (Q27686 whole entry, looked up): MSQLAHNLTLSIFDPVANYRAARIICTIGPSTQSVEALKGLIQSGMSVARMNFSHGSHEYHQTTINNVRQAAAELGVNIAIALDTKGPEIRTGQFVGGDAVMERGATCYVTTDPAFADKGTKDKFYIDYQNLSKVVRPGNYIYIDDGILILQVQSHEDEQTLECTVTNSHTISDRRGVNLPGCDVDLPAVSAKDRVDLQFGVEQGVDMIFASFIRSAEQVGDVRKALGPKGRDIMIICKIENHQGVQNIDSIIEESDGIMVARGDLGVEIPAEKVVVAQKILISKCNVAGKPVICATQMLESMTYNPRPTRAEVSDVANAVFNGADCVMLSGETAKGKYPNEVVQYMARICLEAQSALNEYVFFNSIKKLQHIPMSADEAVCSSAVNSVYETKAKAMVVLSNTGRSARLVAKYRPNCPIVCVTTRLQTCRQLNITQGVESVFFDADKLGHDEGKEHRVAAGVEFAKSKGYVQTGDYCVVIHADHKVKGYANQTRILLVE
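Screened at intermediate enzyme activity to detect both inhibitors and activators: LmPK at 0.1 nM, with a 0.5 nM enzyme column as activation reference. PEP 0.5 mM, ADP 0.1 mM; ATP detected by luminescence after 1 h.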
Pf growth 48h = Primary qHTS for delayed death inhibitors of the malarial parasite plastid, 48 hour incubation. P. falciparum luciferase growth in erythrocytes, 48 h. Potency, µM (doses to about 28.7 µM), for the others: at the highest dose activity change, negative = inhibition, most hits filed as inhibitors. 310,000 tested, 5.9% active. AID 504832, 2011; further: potency means the concentration at half of the fitted maximal effect; on the % scale 0 is the no-effect control and ±100 the full control effect
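Luciferase-expressing P. falciparum in infected erythrocytes (2% hematocrit, 0.1% parasitemia final) in RPMI 1640/0.5% Albumax were exposed to compound for 48 hours at 37 C, 5% CO2; growth read as luminescence.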
Tb PYK inh = qHTS of Trypanosoma Brucei Inhibitors. pyruvate kinase (Trypanosoma brucei), Q57TT1. TbPYK enzyme, Kinase-Glo Plus ATP luminescence, 45 min. Potency, µM (highest dose often 76.8 µM), for inactives: top-dose activity, negative = inhibition, most hits filed as inhibitors. 410,000 tested, 0.12% active; further: potency means the concentration at half of the fitted maximal effect; on the % scale 0 is the no-effect control and ±100 the full control effect; nearly all actives have a fitted effect of over 50% in size
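TbPYK + substrate in 50 mM TEA pH 7.2, 100 mM KCl, 10 mM MgCl2, 0.05% BSA, 0.01% Tween-20; cpd pinned; ADP 130 uM final; 45 min RT; Kinase-Glo Plus 10 min; luminescence endpoint.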
CHX counter = Cycloheximide Counterscreen for Small Molecule Inhibitors of Shiga Toxin; max response, %; cell reporter, cycloheximide protein synthesis inhibition counterscreen; 300,000 tested, 12% active; in the data active means max response mostly above about 13%, no sharp cut-off; inactive means mostly below about 14%; further: read at 38.3 µM for the half of the compounds with a filed dose; 0% is about no effect
* marks the source's active call; other numbers are inactive results; ? = inconclusive; · = no result given; [ ] = dose if it differs, or a comment. Unless noted, the call rests on the fitted dose curve; in most records, active means well fitted curve in the direction sought with a large enough effect; inconclusive means small, poorly fitted or top-dose-only effect, or another doubt; inactive means no such curve, though single readings can be large; an effect the other way counts as inactive or inconclusive. Rows were taken by chance; overall some 22% were active at least once.

structure | Tb PYK inh | CHX counter | LmPK inhibitor | Pf growth 48h | AmpC inh no detg | Pf growth 96h | Shiga inhibitor
CCOc1cc(-c2nc3cc(C)ccn3c2NCC2CCCO2)ccc1O (stereo not drawn) | -8% | -5 | 6% | ? | -8% | 15% | 20
CC(C)CC(=O)Nc1cc2c3c(c1)C(C)C(=O)N3CCC2 (stereo not drawn) | 0% | 19 | -3% | 5% | -8% | 23% | -10
O=[N+]([O-])c1ccccc1Sc1nccn1Cc1ccccc1 | 2% | -5 | 4% | 7% | 0% | 3.3µM* | -11
COc1ccc(OC)c2c(C)cc(NCCN3CCOCC3)nc12 | -8% | -4 | 0% | -17% | 3% | -6% | 15
CCN(C(=O)Cn1nc(C)c([N+](=O)[O-])c1C)c1c(N)n(Cc2ccccc2)c(=O)[nH]c1=O | 2% | · | · | ? | -20% | -16% | ·
CN1CCN(Cc2c(O)ccc3cc(Br)ccc23)CC1 | -6% | 1 | 1% | -13% | -13% | ? | 2
Cc1ccc(OCCNCC(O)COc2ccccc2)cc1 (stereo not drawn) | -10% | -5 | -3% | · | 5% | -4% | 11
CCSc1ccccc1C(=O)Nc1cc(OC)c(OC)c(OC)c1 | 0% | -2 | 0% | 1% | -2% | -18% | -10
COc1ccc(C(=O)C2CN(C)CC2c2ccc(Cl)cc2)cc1 (stereo not drawn) | 1% | 2 | 3% | -12% | 69%[activator] | -10% | -25
Cc1occc1C(=O)N/N=C/c1ccc2c(c1)OCO2 | ? | 26* | 4.5µM* | 105%[activator] | -18% | 440%[activator] | 67*
Cc1ccc(C[C@H](C(=O)O)N2C(=O)c3ccc(C(=O)O)cc3C2=O)cc1 | · | -3 | · | 9% | -8% | 11% | 5
CCOc1ccc(C(C)NC(=O)Cc2ccccc2F)cc1OCC (stereo not drawn) | 6% | 1 | 0% | ? | -8% | 1.3µM* | 3
COc1cccc(Oc2ccc(OC)cc2C(=O)O)c1 | -7% | -2 | 6% | -1% | -14% | -1% | -8
COc1ccc(-n2c(O)c(/C=C/C=Nc3ccccc3)c(=O)[nH]c2=O)cc1 | -2% | -4 | -2% | -4% | -27% | -8% | -18
COc1ccc(Br)cc1/C=C/C(=O)NC(=S)Nc1ccc(CN2CCOCC2)cc1 | 9% | -3 | 2% | ? | 24% | ? | -10

(cont.)
structure | Tb PYK inh | CHX counter | LmPK inhibitor | Pf growth 48h | AmpC inh no detg | Pf growth 96h | Shiga inhibitor
COc1ccc(C2=NC(=O)NC2c2ccc(OC)cc2)cc1 (stereo not drawn) | 4% | -2 | 5% | 27% | -19% | 60%[activator] | 8
Cc1cc(C(=O)OCC(=O)NC2CCS(=O)(=O)C2)c2ccccc2n1 (stereo not drawn) | -2% | -5 | -1% | 5% | -8% | 5% | 5
CCOC(=O)c1sc(NC(=O)CNCc2ccccn2)c(C(=O)OCC)c1C | 8% | 6 | -4% | 1µM* | 51% | 0.41µM* | -15
COC(OC)C1(C)C(C#N)=C(N)Oc2c1c(=O)oc1ccccc21 (stereo not drawn) | 4% | -6 | 2% | 0% | 5% | 27% | -6
CCC(C)c1ccc2oc(-c3ccc(NC(=O)c4ncn[nH]4)cc3)nc2c1 (stereo not drawn) | 3% | 8 | 2% | ? | -17% | · | 41*
COC(=O)c1cc2c(s1)-c1cc(F)ccc1OC2 | -1% | 12 | 2% | 34%[activator] | -16% | 67%[activator] | 7
CCN1C(=O)c2cccc3c(NC(=O)c4ccc(S(=O)(=O)N5CCOCC5)cc4)ccc1c23 | 2% | -2 | 4% | ? | 110%[activator] | · | 12
Cc1nc2cc(C(=O)OCC(=O)NC34CC5CC(CC(C5)C3)C4)ccc2n1-c1ccccc1 | 3% | 0 | 0% | 5% | 78%[activator] | 4% | -2
COC1=C(C)C(=O)O[C@]12C(=O)C(C)=C1CCCCN3[C@H]([C@@H]4C[C@H](C)C(=O)O4)CC[C@]132 | -28% | · | · | ? | -6% | 0% | ·
O=C(CSc1cccc[n+]1[O-])Nc1ccc(N2CCOCC2)cc1 | · | 7 | -2% | 13% | -9% | 25% | 38
Cc1ccc(NC(=O)CCCc2nc3ccccc3c(=O)[nH]2)c(Cl)c1 | 0% | · | · | ? | -10% | ? | ·
NNC(=O)c1ccc(Cn2cc(Cl)cn2)o1 | 4% | 18* | 4% | -5% | -6% | 31%[activator] | 24
CCOc1cccc(N2CCN(CCNC(=O)Nc3ccc(C)cc3)CC2)c1C | -6% | -2 | -2% | ? | -19% | -7% | -2
CC(C)(C)NC(=O)/C=C/c1cccs1 | -2% | 17* | 1% | 39%[activator] | -15% | 77%[activator] | 22
O=C(O)CCNC(=O)OCC1c2ccccc2-c2ccccc21 | 1% | -8 | 2% | 0% | -19% | 1% | -4

Going on with the list.
structure | Tb PYK inh | CHX counter | LmPK inhibitor | Pf growth 48h | AmpC inh no detg | Pf growth 96h | Shiga inhibitor
O=C(NCC12CC3CC(CC(C3)C1)C2)c1cc2n(n1)C(C(F)(F)F)CC(c1ccco1)N2 (stereo not drawn) | -1% | -1 | 2% | ? | 18% | 19% | -7
CCOC(=O)N1CCN(C(=O)CSCC(=O)Nc2nc(-c3ccc(OC)cc3)cs2)CC1 | -12% | 10 | -1% | ? | 69%[activator] | ? | -3
O=S(=O)(c1cccs1)N1CCN(CC(O)COc2cc(Cl)ccc2Cl)CC1 (stereo not drawn) | 4% | 7 | -4% | · | 17% | · | 11
CCSc1nnc(NC(=O)c2ccccn2)s1 | -12% | 45* | ? | 2.9µM* | -13% | 11% | 60*
Cc1cccc(C(=O)NC(=S)Nc2ccc3[nH]c(=O)[nH]c3c2)c1 | -10% | 16* | 1% | 35%[activator] | -40% | 29% | 18
O=c1c2c(nc3nc(NCc4cccc(Cl)c4)[nH]n13)CCC2 | -2% | 2 | 6% | 8% | -37% | 19% | 14
O=C(Nc1cccc(-c2nn[nH]n2)c1)c1csc2c1CCCC2 | 3% | 0 | 5% | -7% | -39% | ? | 31
Cn1ncc2c(NNC(=O)Cc3ccccc3)ncnc21 | -4% | -4 | 0% | 0% | -47% | 20% | -6
CCOC(=O)CN1C(=O)N[C@@H](c2ccc(Br)cc2)C(C(=O)OC)=C1C | 1% | -2 | -4%[11.5 µM] | 34%[activator] | -30% | 63%[activator] | -4
N#Cc1c(-c2ccccc2)c(-c2ccccc2)nn(CC(=O)NNC(=O)Nc2ccc(Cl)cc2)c1=O | 6% | -2 | 7% | -10% | -36% | -17% | 5
CCN(CC)S(=O)(=O)c1cccc(C(=O)/C=C2/N(C)c3ccccc3C2(C)C)c1 | -7% | -1 | 0% | ? | -3% | ? | -11
O=C(NCCS(=O)(=O)N1CCN(c2ccccc2)CC1)C1CC1 | -2% | · | · | 3% | 3% | -9% | ·
O=C(O)C(Cc1ccccc1)N1C(=O)/C(=C/c2ccccc2)SC1=S (stereo not drawn) | -12% | -1 | 1% | 0% | -14% | -28% | -16
N#C/C(=C\c1cccnc1)C(=O)Nc1ccccc1[N+](=O)[O-] | 10% | -1 | -4% | ? | -6% | ? | -14
CCCS(=O)(=O)N1CCN=C1SCc1cccc(C)c1 | -3% | -4 | 6%[11.5 µM] | 2% | 29% | 10% | 3

The list continues:
structure | Tb PYK inh | CHX counter | LmPK inhibitor | Pf growth 48h | AmpC inh no detg | Pf growth 96h | Shiga inhibitor
Cc1cccc(NC(=O)/C=C/c2ccc(Cl)cc2)n1 | -4% | 35* | -18% | 129%[activator] | -26% | ? | 65*
CC(NC(=O)c1ccccc1)C(=O)N/N=C/c1ccc(O)cc1 (stereo not drawn) | -2% | 2 | 3%[11.5 µM] | -14% | -21% | ? | 9
C=CCNC(=O)c1cc(Cl)cc(Cl)c1 | -3% | -4 | 11% | 4% | -10% | 32%[activator] | 13
CCOc1cc(C(=O)OCC(=O)NCc2ccco2)cc(OCC)c1OCC | -9% | -1 | 3% | -1% | -3% | -11% | 14
O=C(NCC(c1cccnc1)N1CCN(c2ccccc2F)CC1)c1ccco1 (stereo not drawn) | -3% | -2 | -2% | 2% | ? | -1% | 8
O=C1NC(c2ccccc2)=NC1(NS(=O)(=O)c1ccccc1)C(F)(F)F (stereo not drawn) | -3% | -1 | -1% | ? | -17% | -12% | -16
COc1ccc(CSc2nncn2C)cc1[N+](=O)[O-] | 3% | 1 | 0% | 20% | -17% | 0% | 3
COc1ccc2[nH]cc(C(=O)CN(C)CCc3ccc(OC)c(OC)c3)c2c1 | -7% | -4 | 3% | -29% | -44% | -17% | -5
Cc1ncc(CN=Cc2ccc(Cl)cc2)c(N)n1 | 6% | -3 | 0% | -4% | -1% | 57%[activator] | -11
CCOC(=O)Cc1csc(NC(=O)Cc2ccc(C)cc2)n1 | 3% | -1 | 5% | 17% | -17% | 37%[activator] | 11
CCn1cc(C(=O)O)c(=O)c2cc(F)c(N/N=C/c3ccccc3[N+](=O)[O-])cc21 | 1% | -3 | 3% | 6% | -3% | 6% | -10
Nc1ccccc1SCC1CSc2nc3ccccc3c(=O)n21 (stereo not drawn) | -4% | -2 | -2% | -1% | -8% | -24% | -15
COC(=O)c1ccc(NC(=O)C2CCCO2)cc1 (stereo not drawn) | -2% | 38* | 2% | 82%[activator] | 0% | ? | 35*
Cc1ccccc1CN1CCN(C(=O)Cc2ccccc2)CC1 | 6% | -3 | 0% | -11% | 28% | -26% | -3
CCCCN1C(=O)C(=O)N(CC(=O)Nc2sc(C)c(C)c2C(=O)OC)C1=O | 0% | · | · | -8% | 6% | -16% | ·

Carrying on.
structure | Tb PYK inh | CHX counter | LmPK inhibitor | Pf growth 48h | AmpC inh no detg | Pf growth 96h | Shiga inhibitor
O=C(Cc1cccc2ccccc12)NC(=S)Nc1cccc(C(=O)O)c1 | -3% | -2 | 3% | -10% | -34% | 18% | -9
FC(F)C(F)(F)c1cc(-c2ccccc2)n[nH]1 | -3% | 20* | 6% | 51%[activator] | -19% | 40%[activator] | 29
O=C(CCCCCNC(=S)Nc1ccc(Cl)cc1)C[N+](=O)[O-] | -13% | 1 | -3% | 0% | 20µM* | -23% | -8
CCOC(=O)c1c(C)[nH]c(C(=O)COC(=O)C(C)N2C(=O)C3CCCCC3C2=O)c1C (stereo not drawn) | 1% | 15 | 4% | -7% | 44% | ? | -16

Three records drawn at random from those above:
structure | Tb PYK inh | CHX counter | LmPK inhibitor | Pf growth 48h | AmpC inh no detg | Pf growth 96h | Shiga inhibitor
NNC(=O)c1ccc(Cn2cc(Cl)cn2)o1 | 4% | 18* | 4% | -5% | -6% | 31%[activator] | 24
O=C(NCC12CC3CC(CC(C3)C1)C2)c1cc2n(n1)C(C(F)(F)F)CC(c1ccco1)N2 (stereo not drawn) | -1% | -1 | 2% | ? | 18% | 19% | -7
COc1ccc(CSc2nncn2C)cc1[N+](=O)[O-] | 3% | 1 | 0% | 20% | -17% | 0% | 3
